LGR2 inh: inhibitors of bursicon-induced LGR2 CRE-luciferase signal, primary screen, cell-based, HEK293, CRE-luciferase reporter, bursicon stimulation; Drosophila bursicon receptor LGR2 (rickets); bursicon-stimulated, 4 h; inhibition, % at 9.99 µM; actives 0.35% (n = 380,000); AID 720647, 2013;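 active = drop in luminescence signal, shown as inhibition above about 50% in the replicate tests, limit read from the data, passing the limit was not always enough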;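 also: agonist challenge used bursicon conditioned medium at about half maximal strength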
Cneo AK release: Cryptococcus neoformans cell lysis inducers, primary screen, AK release luminescence, single concentration | lysis activity, % at 15 µM | C. neoformans lysis, adenylate kinase release luminescence, 4 h; normalised: neutral wells 0, clomiphene wells 100 | actives 0.2% (n = 360,000);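 active = mean lysis activity across replicates of at least 80%, whatever share of replicates individually reach that level; inactive = mean lysis activity below 80%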
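Assay system: Cryptococcus neoformans yeast cells / Dosing: single-point compound dose / Timing: 4 h at 37 °C static, read 1 h later / Measured by: luminescence of released adenylate kinase using an AK detection reagent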
GSIS activator: GLuc luminescence reporter in INS-1E cells, primary screen for activators of glucose-dependent secretion of insulin; INS-1E GLuc reporter insulin secretion, 2-3 h; activation, % at 16.6 µM; actives 0.61% (n = 370,000); AID 743287, 2014;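 active = lowest replicate activation of at least 40%, so every replicate reaches that level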;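 also: 0% = median of neutral control wells and 100% = median of IBMX positive control wells; some compounds called inactive have numbers as strong as hits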
PAX8 reporter: inhibitors of PAX8-driven TPO luciferase reporter, primary screen, RMG-I cells, single concentration; SteadyGlo, 24 h; actives 1.2% (n = 360,000); inhibition, % at 12.6 µM; AID 652154, 2013;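 active = mean replicate inhibition at least 60% with every replicate also reaching 60%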;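 also: luciferase light reporting Pax8 driven TPO promoter activity; plate controls were median of neutral control wells for no effect and mitoxantrone controls for full effect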
ARNT TACC3 PPI: disruptors of ARNT/TACC3 protein interaction, primary screen, biochemical, AlphaScreen, single concentration; actives 0.66% (n = 390,000); Transforming acidic coiled-coil-containing protein 3 (Homo sapiens), Q9Y6A5; AlphaScreen His-ARNT PAS-B/GST-TACC3 binding, luminescence; TACC3 fragment carries E629A point mutation; inhibition, % at 9.99 µM;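 active = mean inhibition of replicates at least 50% and at least half of replicates each reaching 50%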;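 also: 0% = complete ARNT plus TACC3 wells and 100% = ARNT alone without TACC3; many hits fall short of the cut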
PGC1a acetyl inh: inhibitors of PGC1a acetylation signal, primary screen, cell-based, U2OS, AlphaScreen, inhibitor mode; AlphaScreen anti-acetyl-lysine; with virally co-expressed GCN5 acetyltransferase; inhibition, % at 15.6 µM; actives 0.17% (n = 350,000);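 active = every replicate shows inhibition of at least 40%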;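 also: 0% = neutral control wells and 100% = positive control wells; some results beyond the cut were filed as inactive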
C2C12 statin: suppressors of statin myotoxicity in C2C12 myotubes, primary screen, cell-based, single point, plate reader | actives 0.78% (n = 330,000) | AID 602340, 2012 | C2C12 myotubes + simvastatin, ATP luminescence, 48 h; scaled: DMSO 0, geranylgeraniol control 100 | rescue of ATP level, % at 7.49 µM;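 active = mean ATP rescue above about 67%, or every replicate alone reaching that limit, limit read from the data, passing the limit was not always enough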;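 also: myotubes were challenged with 10 µM simvastatin during compound exposure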
PglD inh: C. jejuni PglD acetyltransferase inhibitors, primary screen, biochemical, DTNB colorimetric, single point | purified PglD enzyme, DTNB colorimetric CoA detection | UDP-N-acetylbacillosamine N-acetyltransferase PglD (Campylobacter jejuni) | AID 602405, 2012 | actives 0.098% (n = 360,000) | inhibition, % at 12.5 µM; in the data active = inhibition above about 16%, passing the limit was not always enough; also: strong numbers were not always called active
The depositor's hits bear a star; nt = not tested or not shown.

canonical_smiles | LGR2 inh | Cneo AK release | GSIS activator | PAX8 reporter | ARNT TACC3 PPI | PGC1a acetyl inh | C2C12 statin | PglD inh
O=C(c1cnn2cccnc12)N1CCN(Cc2ccc3c(c2)OCO3)CC1 | -2 | -1 | 9 | nt | 0 | -14 | 12 | -1
O=[N+]([O-])c1cccc(S(=O)(=O)Nc2ccc3cn[nH]c3c2)c1 | -1 | 1 | 19 | 20 | -1 | nt | 0 | 1
CC1=C/C(=N\NC(=S)NCCc2ccccc2)CC(C)(C)C1 | -54 | 9 | -28 | -52 | 16 | 2 | 16 | 0
Cc1cccc(OCc2occc2C(=O)Nc2cccc(-n3cnnn3)c2)c1 | -4 | -1 | 6 | 16 | -1 | -6 | 1 | 1
Cc1csc(Nc2ccc(C(=O)O)cc2)n1 | -10 | -2 | -14 | -29 | -3 | -3 | -10 | 0
O=C(N[C@H]1CC[C@H](CCn2cc(-c3ccccn3)nn2)O[C@@H]1CO)c1ccncc1 | 5 | 6 | 10 | -3 | 65* | 1 | 4 | 5
Nc1nc(-c2ccccc2)nn1C(=O)Cc1ccccc1 | nt | 9 | nt | nt | 4 | 2 | nt | 5
O=C(CSCc1ccccc1)Nc1ccccc1 | -6 | 0 | 19 | 14 | -16 | 7 | -5 | -1
O=C(Nc1ccc2c(c1)OCO2)C1CC(c2c(F)cccc2Cl)=NO1 (stereo unspecified) | -19 | -2 | -21 | nt | 2 | 1 | -1 | -5
N#C[C@H]1[C@H](c2ccccc2)[C@H](CO)N1S(=O)(=O)Cc1ccccc1 | -11 | -5 | 3 | -7 | 6 | 1 | -8 | 0

Only GSIS activator and C2C12 statin, for some of the entries so far:
compound | GSIS activator | C2C12 statin
O=C(c1cnn2cccnc12)N1CCN(Cc2ccc3c(c2)OCO3)CC1 | 9 | 12
Cc1cccc(OCc2occc2C(=O)Nc2cccc(-n3cnnn3)c2)c1 | 6 | 1

Exported field by field: two of the compounds above
O=C(CSCc1ccccc1)Nc1ccccc1
  LGR2 inh: -6; Cneo AK release: 0; GSIS activator: 19; PAX8 reporter: 14; ARNT TACC3 PPI: -16; PGC1a acetyl inh: 7; C2C12 statin: -5; PglD inh: -1
Cc1csc(Nc2ccc(C(=O)O)cc2)n1
  LGR2 inh: -10; Cneo AK release: -2; GSIS activator: -14; PAX8 reporter: -29; ARNT TACC3 PPI: -3; PGC1a acetyl inh: -3; C2C12 statin: -10; PglD inh: 0

(more compounds)
canonical_smiles | LGR2 inh | Cneo AK release | GSIS activator | PAX8 reporter | ARNT TACC3 PPI | PGC1a acetyl inh | C2C12 statin | PglD inh
O=C(c1ccco1)N1CCN(C(=O)c2cc3c(s2)-c2ccccc2OC3)CC1 | 3 | 0 | 17 | -18 | 3 | -8 | -10 | 2
Cc1ccc(N(C)S(=O)(=O)c2nnc(NC(=O)c3ccco3)s2)cc1 | -12 | nt | 15 | 5 | -9 | nt | nt | nt
CCOc1ccc(-c2nnc(-c3ccco3)o2)cc1 | nt | 2 | nt | nt | 7 | 2 | 4 | -3
Cc1ccc(S(=O)(=O)Nc2ccc3c(c2)C(=O)N([C@H](C)CO)C[C@@H](C)[C@@H](CN(C)Cc2ccncc2)OCCCC[C@@H](C)O3)cc1 | -17 | 58 | -26 | 11 | -4 | 1 | nt | 0
CN(C(=O)c1cccc(NC(=O)Cc2cccc(NC(=O)C3CCN(C(=O)c4ccccc4)CC3)c2)c1)C1CCCC1 | -1 | 0 | -14 | 6 | -4 | 2 | 2 | 0
Cc1cc(C)cc(OCC(=O)Nc2nc(-c3cccnc3)cs2)c1 | -4 | 0 | 3 | 3 | 1 | nt | 1 | -4
NC(=O)c1nsc(C(=O)N(Cc2ccc(F)cc2)C(C(=O)NCC2CCCO2)c2ccc(F)cc2)c1N (stereo unspecified) | -6 | 3 | -19 | 13 | nt | -17 | -3 | -1
CC(C)(C)c1sc(N)nc1-c1ccccc1 | nt | -1 | nt | nt | 2 | 9 | -35 | -2
CCC(=O)NC(C)C(c1cccs1)N1CCN(c2ccccc2)CC1 (stereo unspecified) | 8 | 0 | 25 | nt | 0 | -4 | 11 | -2
NC(c1csc(Nc2nncc3ccccc23)n1)c1ccccc1Cl (stereo unspecified) | 20 | 1 | -14 | 7 | nt | 4 | -1 | -3
O=C(NCCc1nnc2ccc(N3CCCCCC3)nn12)c1ccccc1F | 17 | -1 | 37 | -2 | 10 | 13 | nt | 3
C[C@@H]1CN([C@H](C)CO)S(=O)(=O)c2ccc(C#CCN(C)C)cc2O[C@@H]1CN(C)S(C)(=O)=O | -8 | -7 | 10 | nt | 2 | -16 | 0 | 0
COc1cc(C2CC(=O)c3c(O)cc(O)cc3O2)ccc1O (stereo unspecified) | -10 | -1 | 17 | nt | -13 | 12 | 7 | -3
CCC(=O)Nc1nc2c(OC)ccc(OC)c2s1 | 1 | 2 | 37 | 27 | -5 | 0 | 15 | 5
Cc1noc(C)c1S(=O)(=O)NC1CCN(Cc2ccccc2)CC1 | -7 | 1 | nt | -2 | -2 | 1 | -3 | -2
CSc1cccc(CNC(=O)C2CCC(=O)N(CCc3ccccc3)C2)c1 (stereo unspecified) | -14 | 2 | -12 | -64 | nt | -7 | -24 | 7
CCC(C)N(C(=O)CSc1nc(-c2cccs2)nc2ccccc12)C1CCS(=O)(=O)C1 (stereo unspecified) | 19 | 0 | 4 | 54 | 2 | -12 | -14 | 11
CC(=O)N1CCc2cc(S(=O)(=O)NC(CC(C)C)C(=O)Nc3ccc4c(c3)OCCO4)ccc21 (stereo unspecified) | nt | -1 | nt | nt | -4 | 6 | nt | -5
Cc1ccc(NC(=O)c2c3c(nc4ccccc24)CCC3)cc1 | 9 | -3 | 11 | -5 | -7 | 9 | -12 | -5
CCCCN1CC[C@H]2C=CC[C@@H](C(=O)Nc3ccccc3)[C@H]2C1=O | -11 | 1 | 0 | -13 | -2 | nt | -11 | -7

Next section
Values in the order: LGR2 inh	Cneo AK release	GSIS activator	PAX8 reporter	ARNT TACC3 PPI	PGC1a acetyl inh	C2C12 statin	PglD inh
> OC[C@H]1O[C@H](OC[C@H]2OC(O)[C@H](O)[C@@H](O)[C@@H]2O)[C@H](O)[C@@H](O)[C@@H]1O (stereo partly specified)
  4	0	nt	-15	-1	nt	3	0
> Cc1cc(C(=O)Nc2ccc3c(c2)C(=O)N(C)[C@H]2CC[C@@H](CC(=O)NC4CCCC4)O[C@@H]2CO3)no1
  1	1	1	-19	36	2	37	2
> CCCn1nnc(NC(=O)c2ccc(Br)o2)n1
  nt	0	nt	-11	3	-1	6	-1
> O=C1c2[nH]nc(-c3ccccc3O)c2C(c2cccc(Cl)c2)N1Cc1ccco1 (stereo unspecified)
  nt	1	nt	12	nt	5	15	1
> CC(C)CN1C(=O)C(=O)N(CC(=O)NC(C)CCc2ccccc2)C1=O (stereo unspecified)
  -5	1	14	11	-6	-1	2	1
> Cc1cccnc1NC(=O)Nc1cccs1
  nt	2	nt	nt	7	0	-2	-1
> O=C(Nc1nc(-c2cc(F)ccc2F)cs1)c1cccc(N2C(=O)CCC2=O)c1
  5	nt	-1	-4	-1	nt	nt	nt
> C[C@@H]1CN([C@@H](C)CO)C(=O)c2cc(NC(=O)c3ccncc3)ccc2O[C@@H](C)CCCCO[C@@H]1CN(C)S(=O)(=O)c1ccc(F)cc1
  11	52	12	nt	2	1	nt	5
> COc1cccc(/C=C2\SC(=S)N(c3cccnc3)C2=O)c1OC
  5	nt	-6	-33	-2	nt	nt	nt
> Cc1cc(C)c(NC(=O)CN2C(=O)NC(CCc3ccccc3)C2=O)c(C)c1 (stereo unspecified)
  -16	1	-6	16	1	nt	-6	0
> O=C(C[C@@H]1C[C@@H]2c3cc(NC(=O)c4ccc5c(c4)OCO5)ccc3O[C@@H]2[C@@H](CO)O1)NCCc1ccccc1
  6	-4	-3	-20	0	-9	-1	3
> COc1ccc(C(CNC(=O)c2ccc(NS(=O)(=O)c3ccc(F)c(C)c3)cc2)N2CCOCC2)cc1 (stereo unspecified)
  -4	1	-30	3	-2	-4	-8	1
> COCCn1c(N2CCN(c3ccc(OC)cc3)CC2)nc2c1c(=O)n(C)c(=O)n2C
  nt	nt	20	nt	1	4	13	nt
> CC=Cc1ccc2n(c1=O)C[C@@H]1[C@@H](CO)[C@H](C(=O)N3CCc4ccccc4C3)N(C(=O)C3CC3)[C@H]21 (mixture of isomers)
  -11	97*	-6	-15	4	nt	-4	12
> COc1ccc(C(=O)COC(=O)CCN=C2NS(=O)(=O)c3ccccc32)cc1OC
  nt	0	nt	1	1	1	5	2
> CC(=O)Nc1ccc(N(CC(=O)NCC2CCCO2)C(=O)CCC(=O)Nc2cc(C)on2)cc1 (stereo unspecified)
  -10	0	10	-3	-2	-2	0	5
> COCC(=O)Nc1ccc2c(c1)C(=O)N(C)[C@H]1CC[C@@H](CC(=O)NC3Cc4ccccc4C3)O[C@@H]1CO2
  16	-1	9	-2	1	-1	6	1
> C/C=C/c1cnc2c(c1)C(=O)N([C@H](C)CO)C[C@@H](C)[C@@H](CN(C)Cc1ccncc1)O2
  -20	3	22	nt	-5	8	-18	-1
> CCC(=O)N1CCc2cc(S(=O)(=O)NC(Cc3ccccc3)C(=O)O)ccc21 (stereo unspecified)
  -8	1	13	-12	4	8	5	6
> Cc1nc2cc(C(F)(F)F)ccc2n1C1CCN(C(=O)N2CCOCC2)CC1
  nt	-2	nt	nt	4	-12	-2	6
> O=C(OCC(=O)N1CCN(c2ccccc2)CC1)c1ccc(O)cc1O
  16	1	-6	-4	-1	nt	1	-1
> COc1cc(NC(=O)c2cccs2)c(OC)cc1NC(=O)CCC(=O)Nc1ccc2ncccc2c1
  0	nt	1	12	-18	-366	nt	nt
> C=CCN(c1cccc(C(F)(F)F)c1)S(=O)(=O)c1cccc(C(=O)OCC(=O)NC(N)=O)c1
  3	-2	-16	28	-8	nt	nt	-3
> C[C@H]1CCCCO[C@@H](CN(C)Cc2ccc(C(=O)O)cc2)[C@@H](C)CN([C@@H](C)CO)C(=O)c2cc(NC(=O)c3ccncc3)ccc2O1
  3	0	17	2	-11	-1	nt	4
> O=C(Nc1ccc(F)cc1)N[C@@H]1C=C[C@@H](CC(=O)N2CCOCC2)O[C@H]1CO
  18	1	8	11	2	-5	-22	0
> COc1ccc(NC2CCCN(C(=O)c3cn(C)c4ccccc34)C2)cc1 (stereo unspecified)
  -25	0	22	23	0	-2	7	4

Screening results as filed in PubChem.
